B2AR arrestin: recruits beta-arrestin to the human beta2-adrenergic receptor. P07550. Potency, µM (doses to about 46.1 µM), without a hit: top-dose activation, most hits filed as activators. 330,000 tested, 0.02% active. AID 492947. beta-arrestin recruitment to beta2AR, cell-based reporter;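 note: potency is the fitted concentration of half-maximal effect; 0% = DMSO controls and full agonism = EC100 isoproterenol or metaproterenol; nearly all actives have a fitted effect of over 65% in size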
KCNH2 3.1 block: inhibitors of human KCNH2 3.1 potassium channel isoform. U2OS KCNH2 3.1, thallium flux FluxOr; hits give low values. activity change, % (tested at about 1.8 µM). 340,000 tested, 0.95% active;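 active = maximum activity change below -70%; inconclusive = maximum activity change from -70% to -50%; inactive = maximum activity change above -50%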;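 note: thallium influx rate constant from kinetic fluorescence after stimulation buffer; % is set by controls: 0 for no effect and ±100 for the full control effect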
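We transduce U2OS cells with the mutant 3.1 virus, culture them overnight, load FluxOr with Red40 quencher for 45 min, then add stimulation buffer and read kinetically for 2 min to derive a normalized rate constant.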
GALK inh: blocks human galactokinase activity | P51570 | Purified GALK, Kinase-Glo residual ATP luminescence | Potency, µM (highest dose often 57.5 µM), without a hit: at the top dose activity change, negative = inhibition, most hits filed as inhibitors | 270,000 tested, 0.007% active; note: potency is the fitted concentration of half-maximal effect; % is set by controls: 0 for no effect and ±100 for the full control effect
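Kinase-Glo Plus luminescence measured ATP left after a 1 h room-temperature reaction. The reaction used 5 nM GALK, 100 uM galactose and 35 uM ATP at pH 8.0 (20 mM HEPES, 5 mM MgCl2, 60 mM NaCl, 1 mM DTT, 0.01% BSA).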
USP2a block: USP2a (human) protease inhibition; AID 463254; O75604; USP2 core, Ub-CHOP2 coupled fluorogenic reporter, 485/531; Potency, µM (highest dose often 38.3 µM), for inactives: top-dose activity change, negative = inhibition, actives largely listed as inhibitors; 330,000 tested, 0.01% active;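 note: potency is the fitted concentration of half-maximal effect; plate controls were DMSO wells for no effect and full inhibition by NEM control for full effect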
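USP2 core (10nM final) preincubated 30min RT with compound in 20mM Tris-HCl pH 8.0, 2mM CaCl2, 2mM beta-mercaptoethanol, 0.05% CHAPS; 25nM Ub-CHOP2 plus 25nM reporter substrate added, fluorescence (Ex485/Em531) read after 60min.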
TRPV1 ag: activates the human vanilloid receptor TRPV1; AID 540275; activation, % at 8.33 µM; TRPV1-expressing cells, Fluo-8 calcium influx, agonist mode; Q8NER1; 320,000 tested, 0.19% active; in the data active = activation above about 80%; inconclusive = between about 30% and that limit; note: 0% is about no effect
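TRPV1-expressing cells were cultured overnight at 35.5C and loaded with Fluo-8 calcium dye for 40 to 90 min at room temperature. After a 10 s baseline, compound was added and calcium influx was read kinetically for 3 min (ex 480/em 520 nm).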
PKM2 activator: PKM2 (human) enzyme activation | AID 1631 | 260,000 tested, 0.34% active | purified PKM2, Kinase-Glo ATP luminescence, activation; response scale: 0% is enzyme alone, no compound | P14618 | Potency, µM (highest dose often 57.5 µM), for inactives: at the top dose activation, most hits filed as activators; note: potency is the fitted concentration of half-maximal effect; % is set by controls: 0 for no effect and ±100 for the full control effect; nearly all actives have a fitted effect of over 55% in size
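Purified hPK-M2 (>95%) run at intermediate activity with 0.1 mM ADP and 0.5 mM PEP in 50 mM imidazole pH 7.2, KCl, MgCl2; 1 h room temperature. ATP formed read by Kinase-Glo luminescence; normalized to uninhibited and no-enzyme controls.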
FBPA coupling cs: coupling enzyme interference in Giardia aldolase counter-screen; coupling enzyme system counterscreen, AmpLite Red fluorescence; activity change, negative = inhibition, % at 58.2 µM, hits read low; 290,000 tested, 0.67% active; in the data active = activity change below about -30%; note: % is set by controls: 0 for no effect and ±100 for the full control effect
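Activity here indicates interference with the coupling reaction, not aldolase inhibition. Compounds at 57.5 uM final met coupling enzymes for 10 min at RT; substrate and AmpLite Red detection followed, with a 525/598 nm fluorescence read after 20 min.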
Menin-MLL TR inh: displaces Texas Red mutant MLL peptide from human menin. Menin + Texas Red MLL mutant peptide, fluorescence polarization. Potency, µM (titrated, usually from 61.6 µM), inactives show at the top dose FP activity change, negative = inhibition, actives largely listed as inhibitors. 270,000 tested, 0.23% active. O00255; active = well fitted inhibition curve with a large enough effect in the polarisation, with a control signal flat, not every such curve was filed as active; inconclusive = small, poorly fitted or top-dose-only effect, or effect the other way, or a change in a side signal; inactive = no such curve, though single readings can be large or run the other way; the % refers to the polarisation; note: potency is the fitted concentration of half-maximal effect; % of control where 0% means no effect; many of its hits are not listed in these tables
KCNH2 WT inh: blocks the wildtype human KCNH2 potassium channel; 340,000 tested, 0.37% active; Q12809; AID 720551; activity change, % at 1.84 µM; U2OS, BacMam KCNH2, thallium flux FluxOr; hits give low values;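 active = maximum activity change below -70%; inconclusive = maximum activity change between -70% and -50%; inactive = maximum activity change above -50%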; note: % is set by controls: 0 for no effect and ±100 for the full control effect
Target sequence (Q12809 whole entry, looked up): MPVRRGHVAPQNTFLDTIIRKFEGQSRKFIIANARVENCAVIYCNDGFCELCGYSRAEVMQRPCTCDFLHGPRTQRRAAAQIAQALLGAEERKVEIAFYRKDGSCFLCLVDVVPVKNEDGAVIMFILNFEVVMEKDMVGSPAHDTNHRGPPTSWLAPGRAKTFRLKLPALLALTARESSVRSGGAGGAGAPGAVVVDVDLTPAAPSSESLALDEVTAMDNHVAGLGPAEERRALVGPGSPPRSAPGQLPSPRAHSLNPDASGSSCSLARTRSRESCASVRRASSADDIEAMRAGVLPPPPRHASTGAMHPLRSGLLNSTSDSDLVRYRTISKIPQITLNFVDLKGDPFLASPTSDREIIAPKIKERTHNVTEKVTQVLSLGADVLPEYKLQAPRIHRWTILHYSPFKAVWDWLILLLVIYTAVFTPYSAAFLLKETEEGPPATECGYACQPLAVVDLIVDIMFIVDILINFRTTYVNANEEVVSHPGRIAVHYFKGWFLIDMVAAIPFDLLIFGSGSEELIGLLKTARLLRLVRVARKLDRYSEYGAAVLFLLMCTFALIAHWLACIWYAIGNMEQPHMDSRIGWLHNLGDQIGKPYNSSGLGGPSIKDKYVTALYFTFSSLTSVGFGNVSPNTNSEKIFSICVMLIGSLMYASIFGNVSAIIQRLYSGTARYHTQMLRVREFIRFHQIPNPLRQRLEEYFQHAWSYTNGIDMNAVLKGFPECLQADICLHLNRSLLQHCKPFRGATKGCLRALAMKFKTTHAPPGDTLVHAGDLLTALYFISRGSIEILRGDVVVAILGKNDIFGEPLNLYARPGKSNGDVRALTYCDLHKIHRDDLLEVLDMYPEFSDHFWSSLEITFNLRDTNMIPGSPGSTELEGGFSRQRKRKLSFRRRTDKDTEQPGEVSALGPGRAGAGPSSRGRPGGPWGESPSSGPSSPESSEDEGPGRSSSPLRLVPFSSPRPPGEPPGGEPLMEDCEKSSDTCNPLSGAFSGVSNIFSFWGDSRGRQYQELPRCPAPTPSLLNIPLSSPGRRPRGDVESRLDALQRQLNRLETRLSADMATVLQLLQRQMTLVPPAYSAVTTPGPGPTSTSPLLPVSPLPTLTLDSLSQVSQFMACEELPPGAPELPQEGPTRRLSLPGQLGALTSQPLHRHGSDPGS
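U2OS cells were transduced with wild-type KCNH2 virus (2.03 x 10^8 / mL) for 4 h at room temperature, then cultured overnight at 37 C. Thallium flux was read with FluxOr dye. Rate constants were normalized to DMSO controls.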
Giardia killer: kills Giardia lamblia. 340,000 tested, 0.15% active. Giardia lamblia trophozoite viability. activity change, % at 7.66 µM, hits read low. AID 540267; in the data active = activity change below about -80%; inconclusive = between about -30% and that limit;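 note: parasites exposed to compound for two days anaerobically before the ATP read; % is set by controls: 0 for no effect and ±100 for the full control effect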
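Luminescence from cellular ATP indicates surviving trophozoites (100 cells/well) following 48 hrs anaerobic compound treatment at 37 deg C; signal develops 15-30 min at room temperature.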
MLL CXXC-DNA inh: inhibitors of human MLL CXXC domain-DNA interaction; MLL-CXXC / FITC-HOXA9 DNA fluorescence polarization; Potency, µM (titrated, usually from 115 µM), for the others: top-dose activity change, negative = inhibition, hits mostly inhibitors; 290,000 tested, 0.037% active; active = well fitted inhibition curve with a large enough effect in the polarisation, with a control signal flat, not every such curve was filed as active; inconclusive = small, poorly fitted or top-dose-only effect, or effect the other way, or a change in a side signal; inactive = no such curve, though single readings can be large or run the other way; the % refers to the polarisation; note: potency is the fitted concentration of half-maximal effect
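Fluorescence polarization: 7 uM MLL-CXXC (stock) preincubated 5 min with compounds, then 50 nM fluorescein-HOX-A9 DNA (stock) added; 30 min ambient. Buffer 50 mM Tris-HCl pH 7.5, 50 mM NaCl, 1 mM DTT, 0.05% BSA.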
Starred values were filed as active, the others as inactive; ? = inconclusive; / = no result given; [ ] = remark or other dose. Unless noted, calls come from the whole dose curve; as a rule, active = well fitted curve in the direction sought with a large enough effect; inconclusive = small, poorly fitted or top-dose-only effect, or another doubt; inactive = no such curve, though single readings can be large; an effect the other way counts as inactive or inconclusive. This is a subset, so the mix of outcomes need not match the whole.

item	Molecule	B2AR arrestin	KCNH2 3.1 block	GALK inh	USP2a block	TRPV1 ag	PKM2 activator
1	O=C(Nc1ccc(Br)cc1)Nc1ccccc1F	-0.6%	/	-2%	3%	?	-11%
2	COc1ccc(-c2nn(-c3ccccc3)cc2CN(C)CCn2ccnc2C)c(F)c1	0.1%	0	2%	-4%	3	-6%
3	Cn1cnnc1Sc1nc([N+](=O)[O-])nn1C	0.0%	-13	0%	0%	1	1%
4	CCc1ccc(/C=C2\Oc3c(ccc(O)c3CN3CCN(CCO)CC3)C2=O)cc1	0.3%	7	10%	?	8	2%
5	COc1ccc(NC(=O)c2csc(Cc3ccccc3)n2)cc1	0.0%	16	3%	0%	?	-3%
6	CCCC(C)NC(=O)Cc1ccc(S(=O)(=O)N2CCOCC2)s1 (stereo not given)	0.6%	-17	/	-5%	2	/
7	O=C(NCCCn1ccnc1)/C(=C/c1ccc(Cl)cc1)NC(=O)c1ccccc1	0.1%	-105*	4%	0%	-3	/
8	COc1cc(NC(=O)CSc2nnnn2C2CCCC2)cc(OC)c1	-0.3%	2	0%	2%	2	/
9	CC(=O)N1N=C(c2ccc(C)o2)CC1c1cccc(F)c1 (stereo not given)	-0.2%	-6	0%	0%	6	?
10	CN1CCc2c1nc1ccccc1c2N=C1CCCN1Cc1ccccc1	-0.8%	-24	1%	3%	0	-3%
11	CC1CCN(C(=S)c2cn(Cc3ccc(F)cc3)c3ccccc23)CC1	0.3%	3	-3%	3%	4	-1%
12	C[C@H](NCCc1ccc(O)cc1)[C@H](O)c1ccc(O)cc1	6.5%	-3	/	2%	5	/
13	CN(C)N1C(N)=C(C#N)C(c2ccsc2)C2=C1CC(C)(C)CC2=O (stereo not given)	-0.2%	10	2%	3%	2	7%
14	NC(=O)NC(=O)CSc1ccccc1	0.2%	-16	12%	1%	-3	2%
15	O=C(CSc1ccc(-c2cccnc2)nn1)Nc1ccc(F)c(F)c1	0.5%	-2	3%	-2%	3	?

item	FBPA coupling cs	Menin-MLL TR inh	KCNH2 WT inh	Giardia killer	MLL CXXC-DNA inh
1	0	?	-29	-21	25%
2	0	/	13	29	4%
3	-4	8%	/	-9	-2%
4	1	/	7	-11	?
5	3	-3%	2	18	3%
6	/	/	5	9	/
7	-1	-9%	-129*	30[activator]	-1%
8	0	/	3	-3	2%
9	0	-25%	-1	3	0%
10	4	-14%	/	-1	9%
11	0	-9%	-13	-7	1%
12	/	/	4	7	/
13	2	-6%	-3	-6	16%
14	1	-15%	1	11	11%
15	-6	1%	10	-7	?

(further entries)
item	Molecule	B2AR arrestin	KCNH2 3.1 block	GALK inh	USP2a block	TRPV1 ag	PKM2 activator
16	Cc1ccoc1C(=O)NCc1occc1C(=O)O	-0.6%	-3	1%	0%	-4	0%
17	O=C(CNC(=O)OCc1ccccc1)NCC(=O)N1CCCC1C(=O)OCc1ccccc1 (stereo not given)	-0.7%	-14	1%	0%	1	-6%
18	O=C(NCC1CCCO1)c1cccc(Oc2c(Cl)cccc2[N+](=O)[O-])c1 (stereo not given)	-0.9%	0	-4%	-1%	?	2%
19	CC(C)c1ccc(NC(=O)c2cccc(Br)c2)cc1	0.1%	-12	0%	-1%	93*	-11%
20	CCN(CCN1CCCC1)C(=O)c1cc(COc2ccccc2SC)on1	-0.1%	-27	-6%	1%	0	/
21	CCOC(=O)c1c(C)c(C(=O)NC(C)COC)c(C)n1CC (stereo not given)	0.0%	-4	-1%	3%	-1	1%
22	COc1ccc(NC(=S)NCCC(c2ccccc2)c2ccccc2)c(OC)c1	-0.8%	-7	2%	-3%	16	1%
23	O=C1COc2ccc(S(=O)(=O)NCCc3ccccc3)cc2N1	0.1%	-9	0%	-2%	7	23%
24	CCN1CCCC1CNC(=O)C(=O)NC (stereo not given)	0.5%	-5	-1%	-2%	-2	1%
25	CCCS(=O)(=O)N1CCCC(C(=O)NCCN(CC)CC)C1 (stereo not given)	-0.2%	-5	3%	-1%	0	-5%
26	CC(OC(=O)c1cccnc1)C(=O)NCc1ccc2c(c1)OCO2 (stereo not given)	-1.4%	2	2%	2%	2	-3%
27	Cc1nn(Cc2ccc(Cl)cc2)c(C)c1NC(=O)c1noc2c1CCc1ccccc1-2	-1.0%	5	4%	0%	1	0%
28	Cc1nc(C(C)N(C)Cc2c(C(=O)N3CCCCC3)nc3c(C)cccn23)c(C)s1 (stereo not given)	-0.5%	/	-2%	5%	2	-1%
29	COc1ccc(C)cc1NCc1cc(=O)oc2cc(-c3ccccc3)c(O)cc12	-0.6%	-6	0%	-6%	7	-4%
30	CCOc1ccc(N2C(=O)c3cccnc3C2Nc2ccc(C)cc2)cc1 (stereo not given)	-0.9%	-2	-1%	1%	-3	1%

item	FBPA coupling cs	Menin-MLL TR inh	KCNH2 WT inh	Giardia killer	MLL CXXC-DNA inh
16	-9	-4%	-3	2	-2%
17	/	4%	0	-1	3%
18	-1	0%	-1	-25	4%
19	-9	20%	-6	-1	4%
20	/	/	11	7	8%
21	-2	-2%	7	-10	3%
22	-3	10%	-9	-11	5%
23	0	1%	-6	-4	8%
24	0	6%	-10	11	12%
25	2	-2%	-26	-7	-4%
26	5	-12%	3	-13	-1%
27	1	-4%	-20	18	-2%
28	1	-8%	0	-3	-11%
29	-9	?	0	-7	9%
30	2	4%	5	1	-8%

Three entries from above, arranged by their value in USP2a block, smallest number first.
| # | SMILES | B2AR arrestin | GALK inh | USP2a block | TRPV1 ag | Menin-MLL TR inh | MLL CXXC-DNA inh |
| --- | --- | --- | --- | --- | --- | --- | --- |
| 29 | COc1ccc(C)cc1NCc1cc(=O)oc2cc(-c3ccccc3)c(O)cc12 | -0.6% | 0% | -6% | 7 | ? | 9% |
| 22 | COc1ccc(NC(=S)NCCC(c2ccccc2)c2ccccc2)c(OC)c1 | -0.8% | 2% | -3% | 16 | 10% | 5% |
| 19 | CC(C)c1ccc(NC(=O)c2cccc(Br)c2)cc1 | 0.1% | 0% | -1% | 93* | 20% | 4% |

The results go on.
item	Molecule	B2AR arrestin	KCNH2 3.1 block	GALK inh	USP2a block	TRPV1 ag	PKM2 activator
31	O=C(Nc1cccc(Cl)c1)c1ccncc1	0.0%	16	-8%	3%	10	0%
32	Cc1[nH]c2ccc(C(=O)N3CCN(c4ccccn4)CC3)cc2c1C	-0.3%	2	0%	1%	-1	/
33	O=C(Nc1cccc(NC(=O)c2ccccc2Cl)c1)c1ccc(F)cc1	-0.4%	0	7%	1%	9	1%[11.5 µM]
34	CC(C)(C)[C@@H]1C=C(C(=O)Nc2ccccc2)O[C@H](OCc2ccc(CO)cc2)C1	-0.1%	4	0%	-6%	28	1%
35	N#CCSc1n[nH]c2nc3c(c(=O)n12)C1(CCCCC1)Cc1ccccc1-3	-1.0%	3	/	-2%	2	-16%
36	O=C1C2C3C=CC([C@@H]2C(=O)N1C1CCCCC1)[C@H]1C(=O)N(C2CCCCC2)C(=O)C31 (stereo not given in full)	-0.1%	-2	-1%	2%	-1	-22%
37	CCOc1ccc(N2C(=O)C3ON(C)C(c4ccc([N+](=O)[O-])cc4)C3C2=O)cc1 (stereo not given)	-0.6%	-7	1%	-1%	1	-6%

item	FBPA coupling cs	Menin-MLL TR inh	KCNH2 WT inh	Giardia killer	MLL CXXC-DNA inh
31	3	9%	-6	-2	-5%
32	-1	-3%	4	-8	8%
33	0	14%	-5	32[activator]	-2%
34	-9	9%	-10	5	-15%
35	-2	/	2	-4	-16%
36	0	-2%	1	3	?
37	1	/	-2	6	-8%
